# From PubChem
# Pf gametocyte = kills late stage P. falciparum gametocytes | inhibition, % at 10.9 µM | P. falciparum stage V gametocytes, ATP luminescence, 24 h | AID 743093 | 150,000 tested, 0.065% active;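 active = inhibition above the mean plus 3 SD of compounds within the control limits, set per campaign, cut at about 38% in these data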;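 also: 0% = DMSO wells and 100% = medium only without gametocytes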
# Rac1 act GTP bind = alters GTP binding to activated mutant human Rac1 | P63000 | GST-Rac1 activated beads, fluorescent GTP binding, flow cytometry; actives lie on both sides; 100% means binding = to untreated wells | percent activity (GTP binding), % at 10 µM | 190,000 tested, 0.11% active;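 active = GTP binding at least 20 percentage points away from the 100% baseline, in either direction, so actives lie on both sides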
# Rac1 wt GTP bind = human Rac1 wildtype GTP binding, inhibitors and activators. P63000. GST-Rac1 beads, fluorescent GTP binding, flow cytometry; actives lie on both sides; 0 = cold GTP competed, 100 = untreated. GTP binding activity (% of control), % at 10 µM. 190,000 tested, 0.27% active. AID 757;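 active = GTP binding activity at least 20 points away from the 100% control level, either lower or higher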
# HRas wt GTP bind = human HRas wildtype GTP binding, change in either direction; 190,000 tested, 0.14% active; GST-Ras wt beads, Bodipy-FL-GTP binding, flow cytometry; actives lie on both sides; AID 759; GTP binding activity, % at 10 µM;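 active = GTP binding activity at least 20% away from the 100% baseline, either lowered as inhibitor or raised as activator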;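 also: 0% = unlabeled GTP competition control and 100% = no-compound control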
# Target sequence (P01112 whole entry, looked up): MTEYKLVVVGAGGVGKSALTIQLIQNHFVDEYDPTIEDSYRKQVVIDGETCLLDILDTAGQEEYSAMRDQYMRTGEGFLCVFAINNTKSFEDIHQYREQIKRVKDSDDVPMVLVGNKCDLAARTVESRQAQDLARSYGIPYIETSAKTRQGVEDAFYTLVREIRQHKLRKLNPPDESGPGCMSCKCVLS
# Mcl-1 Bim block = human Bim-Mcl-1 interaction inhibition | 190,000 tested, 0.1% active | AID 1009 | Q07820 | inhibition, % at 10 µM | Bead-based flow cytometry, Bim peptide-Mcl-1 binding; in the data active = inhibition above about 40%;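 also: 0% = no compound tracer wells and 100% = peptide blocker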
# Target sequence (Q07820 whole entry, looked up): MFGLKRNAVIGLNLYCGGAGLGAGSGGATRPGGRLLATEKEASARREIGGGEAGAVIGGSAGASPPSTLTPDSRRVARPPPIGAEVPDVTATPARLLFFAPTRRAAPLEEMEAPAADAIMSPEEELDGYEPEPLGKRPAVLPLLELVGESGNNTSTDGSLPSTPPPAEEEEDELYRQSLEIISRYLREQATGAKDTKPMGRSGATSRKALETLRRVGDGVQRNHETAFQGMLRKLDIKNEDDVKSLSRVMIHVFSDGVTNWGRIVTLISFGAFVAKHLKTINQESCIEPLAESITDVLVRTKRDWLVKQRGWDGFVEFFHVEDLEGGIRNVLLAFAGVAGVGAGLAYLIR
# Cdc42 wt GTP = changes GTP binding to wildtype human Cdc42 | GST-Cdc42 beads, Bodipy-GTP binding, flow cytometry; actives lie on both sides | percent activity (GTP binding), % at 10 µM | 190,000 tested, 0.2% active;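 active = percent activity GTP binding at least 20 points away from the 100% baseline, either down as inhibitor or up as activator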;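 also: median bead fluorescence of bound Bodipy-FL-GTP at 100 nM; 0% = excess unlabeled GTP control and 100% = no compound control; below 100% means less GTP binding so inhibitor and above means activator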
# Target sequence (P60953 whole entry, looked up): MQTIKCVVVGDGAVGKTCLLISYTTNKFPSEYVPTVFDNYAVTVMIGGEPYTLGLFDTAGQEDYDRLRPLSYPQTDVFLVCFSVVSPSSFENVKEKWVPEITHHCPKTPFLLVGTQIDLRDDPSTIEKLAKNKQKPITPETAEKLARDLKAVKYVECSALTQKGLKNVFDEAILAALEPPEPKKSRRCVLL
# Rab7 wt GTP bind = modulators of GTP binding to dog Rab7 wildtype GTPase. GST-Rab7 beads, fluorescent GTP binding, flow cytometry; actives lie on both sides; untreated = 100%, excess cold GTP = 0%. GTP binding activity (percent of control), % at 10 µM. 190,000 tested, 0.055% active;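 active = fluorescent GTP binding to Rab7 beads changed by at least 20 points from the 100% baseline, either direction, mostly lower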;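 also: median green fluorescence of bound Bodipy-FL-GTP per Rab7 bead population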
# Mcl1-Noxa inh = disrupts binding of human Mcl-1 to Noxa peptide; TR-FRET Mcl-1/Noxa peptide binding, 2 h; inhibition, % at 21.7 µM; 220,000 tested, 1.5% active;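 active = compounds that cut the protein-peptide binding signal by more than 50% relative to plate controls in a single-dose test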;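 also: His-tagged Mcl-1 with rhodamine Noxa BH3 peptide and terbium anti-His antibody; 0% = Mcl-1 plus Noxa peptide wells and 100% = peptide-only wells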
# Avidin fluor = avidin bead compound fluorescence profile; fluorescence (KMESF) at 10 µM; Avidin beads, compound fluorescence 488/530 nm, flow cytometry; active compounds read high; AID 1775; 220,000 tested, 0.38% active; in the data active = fluorescence above about 47; also: inactives centre near 10
# Rab2 wt GTP = changes GTP binding to wildtype dog Rab2A, up or down; P61105; 190,000 tested, 0.19% active; AID 760; GST-Rab2 wt beads, Bodipy-GTP binding, flow cytometry; GTP binding activity, % at 10 µM;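 active = GTP binding activity at least 20 points away from 100%, either lowered or raised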;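 also: 0% = beads with excess unlabeled GTP and 100% = no-compound control corrected for plate trend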
# Mcl1-Bid inh = Mcl-1/Bid interaction inhibition. Q07820. inhibition, % at 21.7 µM. TR-FRET Mcl-1/Bid-Dy647 peptide binding, 1536-well. 220,000 tested, 0.97% active;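 active = compounds that cut the binding signal by more than half at the single screening dose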;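 also: His-tagged Mcl-1 with europium anti-His antibody binding Bid BH3 peptide; 0% = Mcl-1 plus peptide wells and 100% = peptide-only wells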
# An asterisk follows results filed as active; · = not tested or not shown. Hits appear at their usual frequency; overall some 2.7% were active at least once.
canonical_smiles	Pf gametocyte	Rac1 act GTP bind	Rac1 wt GTP bind	HRas wt GTP bind	Mcl-1 Bim block	Cdc42 wt GTP	Rab7 wt GTP bind	Mcl1-Noxa inh	Avidin fluor	Rab2 wt GTP	Mcl1-Bid inh
CC(C)OC(=O)C1C(=O)CC(C)(O)C(C(=O)OC(C)C)C1c1cccc(O)c1 (centres undefined)	2.1	100.0	108.0	102.0	1.0	105.0	97.0	44.0	5	100.0	-11.6
CN(C)S(=O)(=O)c1ccc(NC(=O)CSc2ncnc3ccccc23)cc1	8.2	99.0	104.0	100.0	-3.0	100.0	99.0	21.2	26	100.0	-11.5
CCCCCn1c(=O)c2ccccc2n2c(CCl)nnc12	·	98.0	99.0	98.0	-2.0	97.0	96.0	-7.8	9	96.0	-31.2
O=C(Nc1cccc2ccccc12)C12CC3CC(C1)CC(n1cnc([N+](=O)[O-])n1)(C3)C2	11.2	101.0	103.0	101.0	-1.0	102.0	95.0	3.8	12	98.0	-17.4
O=C1Nc2ccccc2C1=Nc1ccc(-c2nnc3n2CCCCC3)cc1	·	100.0	105.0	104.0	0.0	105.0	100.0	4.6	4	100.0	-41.5
Cc1ncoc1C(=O)N1CCc2c([nH]c3ccccc23)C1c1ccccc1F (centres undefined)	-9.7	95.0	101.0	99.0	-2.0	96.0	106.0	9.6	9	101.0	-51.3
COCC(=O)N(Cc1cc2ccc(C)c(C)c2n2nnnc12)C1CCCC1	10.2	97.0	104.0	99.0	-3.0	96.0	98.0	7.4	5	98.0	-28.8
Cc1ccc(-c2nnn(CC(=O)N(c3ccc(F)cc3)C(C(=O)NC3CCCC3)c3ccco3)n2)o1 (centres undefined)	·	95.0	101.0	97.0	-7.0	102.0	96.0	-16.0	32	99.0	0.6
CC(Oc1ccc(Cl)cc1Cl)C(=O)NCCCn1ccnc1 (centres undefined)	9.4	100.0	101.0	104.0	-4.0	103.0	100.0	-4.9	8	103.0	-11.0
CC(OC(=O)c1ccncc1)C(=O)Nc1cccc([N+](=O)[O-])c1 (centres undefined)	-7.7	93.0	94.0	94.0	0.0	92.0	99.0	12.4	13	94.0	-24.6
Cc1nn(Cc2ccc(Cl)cc2Cl)c(C)c1NC(=O)c1sc2ccccc2c1Cl	·	98.0	98.0	100.0	0.0	99.0	98.0	20.4	36	98.0	-1.6
CCOC(=O)c1c(C)oc2c1c1c(c3ccccc32)OCN(Cc2cccnc2)C1	·	97.0	99.0	98.0	1.0	98.0	101.0	71.1*	34	99.0	9.5
O=C(N/N=C/c1ccc(Br)o1)c1cc([N+](=O)[O-])cc([N+](=O)[O-])c1	-2.9	91.0	89.0	90.0	2.0	92.0	91.0	11.3	8	92.0	-33.0
CCC(CC)C(=O)Nc1cccc(C(=O)Nc2ccc(S(=O)(=O)Nc3ccc(C)cc3)cc2)c1	5.7	105.0	106.0	109.0	-2.0	110.0	102.0	-0.2	6	106.0	-19.7
O=C(O)c1ccccc1-c1nc2ccccc2c(=O)n1O	12.4	95.0	100.0	99.0	-2.0	95.0	106.0	-11.5	25	97.0	-7.2
CCCN1Cc2cccc(C(=O)NCc3ccc4c(c3)OCO4)c2C1=O	0.1	99.0	109.0	102.0	-4.0	103.0	98.0	12.8	10	100.0	-24.8
CC(=O)Nc1ccccc1NC(=O)CC(C)(C)C	·	97.0	102.0	100.0	-2.0	102.0	94.0	11.2	10	94.0	-16.2
CCOC(=O)c1ccc(Nc2nnc3nc(C)cc(C)n23)cc1	·	99.0	102.0	101.0	0.0	101.0	105.0	6.5	16	100.0	-14.3
Cc1ccc(C)c(CS(=O)(=O)c2cn(CC(=O)N3CCC(C)CC3)c3ccccc23)c1	24.8	101.0	106.0	102.0	-4.0	99.0	102.0	9.8	14	100.0	-8.3
CC[N+]1(C)CC2CCC(C)(C1)C2(C)C (centres undefined)	12.3	89.0	91.0	96.0	0.0	94.0	101.0	14.6	4	97.0	16.5
COCCNC(=O)CN1CCOc2ccccc21	·	100.0	104.0	100.0	1.0	102.0	96.0	2.8	7	98.0	-30.7
CSc1ccccc1C(=O)C1CCCN(S(=O)(=O)N(C)C)C1 (centres undefined)	·	94.0	102.0	98.0	0.0	100.0	97.0	8.2	10	99.0	-19.0
CCN(CC)C(=O)c1ccc(NS(=O)(=O)c2ccccc2)cc1	·	100.0	107.0	102.0	-5.0	107.0	105.0	-18.8	23	104.0	-14.6
Cc1nc(NCCO)c(C#N)c2c1COC(C)(C)C2	5.6	102.0	102.0	104.0	0.0	104.0	105.0	-21.4	40	101.0	-9.1
O=C(O)c1ccc(NC(=S)Nc2ccccc2)cc1	-1.2	102.0	103.0	100.0	-6.0	96.0	96.0	5.0	13	100.0	-47.4
C=CCNC(=O)/C(C#N)=C/c1ccc(SC)cc1	-1.5	92.0	97.0	96.0	-2.0	95.0	104.0	2.5	8	99.0	-28.1
N#CC1=C(N)Oc2cc(N)ccc2C1c1ccc(F)cc1 (centres undefined)	-14.0	94.0	97.0	98.0	-4.0	98.0	96.0	0.1	9	96.0	-17.2
O=[N+]([O-])c1ccc(/C=N/Nc2nc(N3CCCCC3)nc(N3CCCCC3)n2)cc1	5.9	95.0	98.0	96.0	-4.0	96.0	97.0	2.9	11	97.0	-17.5
CCOc1cccc(/C=N/NC(=S)NCCN2CCOCC2)c1O	-31.7	96.0	100.0	100.0	0.0	100.0	109.0	1.8	5	103.0	-44.8
CC(=O)c1ccc2c(c1)C1C=CCC1C(C(=O)O)N2 (centres undefined)	-14.4	90.0	97.0	92.0	3.0	91.0	97.0	74.2*	12	90.0	-47.0
O=C(Nc1ccccc1)NC1CCN(CCCN2C(=O)c3ccccc3C2=O)CC1	·	100.0	107.0	99.0	-4.0	102.0	95.0	41.4	33	100.0	-13.6
CC(C)C(NC(=O)c1ccc(S(=O)(=O)N2CCOCC2)cc1)c1nc2ccccc2[nH]1 (centres undefined)	13.4	98.0	101.0	100.0	1.0	100.0	99.0	16.1	8	97.0	-1.7
O=P(Cc1ccccc1)(c1ccccc1)c1ccccc1	·	97.0	103.0	97.0	0.0	100.0	99.0	21.3	25	96.0	7.1
CC1(C)CC(=O)c2cc(N=C/C(C(=O)c3ccccc3)=C(\O)c3ccccc3)c(=O)oc2C1	8.2	92.0	92.0	95.0	0.0	99.0	108.0	-3.2	7	104.0	-12.0
CCSc1ccccc1C(=O)Nc1nc2ccccc2c(=O)[nH]1	4.7	98.0	105.0	98.0	0.0	99.0	98.0	-41.5	8	97.0	-20.7
CC1(C)COC(c2coc3ccccc3c2=O)OC1	·	102.0	101.0	103.0	-2.0	101.0	98.0	-17.9	14	102.0	-9.1
CNS(=O)(=O)c1ccc(NC(=O)C(CCSC)NC(N)=O)cc1 (centres undefined)	·	100.0	105.0	99.0	2.0	100.0	101.0	1.6	4	100.0	-10.5
CC1CCCC(C)N1C(=O)COc1ccc(C(=O)N/N=C/c2ccc(C(=O)O)cc2)cc1 (centres undefined)	·	96.0	102.0	99.0	0.0	94.0	100.0	6.2	21	95.0	9.3
COC(=O)c1cn(C(=O)c2cccs2)c2ccccc12	6.1	97.0	95.0	96.0	-1.0	96.0	95.0	9.5	9	93.0	8.0
CCCCSC1(SCCCC)N=C(N)C2(C#N)C(c3ccccc3)NC(C)=CC12C#N (centres undefined)	6.5	99.0	100.0	98.0	-2.0	98.0	98.0	16.7	8	98.0	-55.8
COc1ccc(-c2ccc(SCC(=O)NCC3CCCO3)nn2)cc1OC (centres undefined)	-8.0	92.0	95.0	98.0	-2.0	93.0	102.0	-29.8	24	97.0	-5.2
O=C1CC(c2ccccc2)CC(O)=C1C=NCCN1CCNCC1 (centres undefined)	·	101.0	105.0	103.0	-3.0	106.0	99.0	16.9	8	103.0	11.1
O=C(NCc1ccc(F)cc1)C1CCC(=O)N1C1CCCCC1 (centres undefined)	·	100.0	96.0	98.0	-3.0	98.0	98.0	4.7	11	97.0	-11.7
CCC(C)C(NC(=O)c1ccc(Cl)cc1)C(=O)O (centres undefined)	·	101.0	111.0	103.0	-1.0	103.0	102.0	13.4	8	102.0	-10.1
COc1ccc(C)cc1S(=O)(=O)N1CCOCC1	·	98.0	100.0	96.0	2.0	101.0	95.0	14.4	12	99.0	-7.2
CCn1cc(C(=O)OC(C)C(=O)Nc2c(C)n(C)n(-c3ccccc3)c2=O)c(=O)c2ccc(C)nc21 (centres undefined)	-5.4	99.0	100.0	101.0	-1.0	99.0	102.0	-5.9	10	99.0	-21.3
Cc1ccc(NC(=O)COn2nnc3ccc(S(=O)(=O)N(C)C)cc32)cc1F	-7.6	100.0	105.0	100.0	-5.0	100.0	95.0	-8.3	22	100.0	-5.9
CCOc1ccc2c(c1)C(N(CCN1CCOCC1)C(=O)Nc1ccc(OC)cc1OC)CC(C)(C)O2 (centres undefined)	-1.4	97.0	103.0	99.0	2.0	98.0	97.0	14.0	12	100.0	-36.4
COC(=O)c1ccc(/C=C/c2ccc3cccc(OC(C)=O)c3n2)cc1	-5.7	95.0	96.0	94.0	3.0	93.0	94.0	-72.6	13	96.0	-82.0
CCOC(=O)Cc1c(Sc2ccccc2)c2ccccc2n1C	22.1	97.0	102.0	99.0	0.0	104.0	98.0	-11.5	11	101.0	-3.4

# More compounds:
canonical_smiles	Pf gametocyte	Rac1 act GTP bind	Rac1 wt GTP bind	HRas wt GTP bind	Mcl-1 Bim block	Cdc42 wt GTP	Rab7 wt GTP bind	Mcl1-Noxa inh	Avidin fluor	Rab2 wt GTP	Mcl1-Bid inh
CC(CCc1ccccc1)NC(=O)COC(=O)C1=COCCO1 (centres undefined)	·	101.0	106.0	99.0	-4.0	104.0	98.0	-1.4	28	101.0	-16.4
CCCNC(=S)N1CCC(c2nc3cc(C)c(C)cc3[nH]2)CC1	·	99.0	103.0	102.0	2.0	102.0	98.0	0.8	9	102.0	-22.9
COc1ccc(/C=C(\NC(=O)c2cccs2)C(=O)N2CCOCC2)cc1OC	12.3	102.0	104.0	101.0	-5.0	100.0	100.0	-3.7	9	101.0	-22.6
O=S(=O)(c1ccc2ccccc2c1)N1CCN(Cc2ccccn2)CC1	-7.1	94.0	92.0	97.0	1.0	92.0	98.0	34.7	14	95.0	29.6
Cc1nn2c3c(cnc2c1-c1ccccc1)C(=O)CCC3	·	99.0	103.0	100.0	-4.0	99.0	95.0	-4.4	14	100.0	-22.4
Cc1cc(-c2ccccc2)n[nH]1	11.7	92.0	97.0	97.0	1.0	93.0	101.0	-4.8	12	97.0	-1.8
